Source: PubChem BioAssay (Broad Institute)
FN deposit inh = fibronectin deposition inhibition; 350,000 tested, 0.086% active; AH1F fibroblasts, Alexa488-fibronectin deposition fluorescence, overnight; inhibition, % at 12.6 µM;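 active = mean inhibition across replicates of 30% or more, regardless of how many single replicates reach that level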;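 note: positive control wells lacked labelled fibronectin entirely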
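Material: AH1F fibroblast monolayer depositing Alexa488-labelled fibronectin into matrix / Amount: 10000 AH1F cells per well / Signal: fluorescence 485/525 nm / Medium: DMEM, 2% serum / Compound: single dose, pinned / Incubation: 1 h cell adhesion before compound, then overnight fibronectin incubation / Reagent: Alexa488-FN, 24 nM final / Read-out: inhibition of fibronectin deposition signal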
LGR2 inh = blocks bursicon-induced cAMP signaling via Drosophila LGR2; HEK293 LGR2, CRE-luciferase, bursicon-stimulated, 4 h; inhibition, % at 9.99 µM; 380,000 tested, 0.35% active;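 active = drop in luminescence signal, shown as inhibition above about 50% in the replicate tests, limit read from the data, passing the limit was not always enough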;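 note: agonist challenge used bursicon conditioned medium at about half maximal strength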
PAX8 inh HTS = lowers PAX8-driven luciferase in RMG-I cells. RMG-I TPO-luciferase reporter, SteadyGlo, 24 h. inhibition, % at 12.6 µM. 360,000 tested, 1.2% active. AID 652154;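 active = mean replicate inhibition at least 60% with every replicate also reaching 60%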;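 note: luciferase light reporting Pax8 driven TPO promoter activity; plate controls were median of neutral control wells for no effect and mitoxantrone controls for full effect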
PGC1a acetyl inh = lowers PGC1a acetylation signal in U2OS cells | AlphaScreen anti-acetyl-lysine; with virally co-expressed GCN5 acetyltransferase | inhibition, % at 15.6 µM | 350,000 tested, 0.17% active | AID 651687;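 active = every replicate shows inhibition of at least 40%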;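 note: 0% = neutral control wells and 100% = positive control wells; some results beyond the cut were filed as inactive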
EWS-Fli block = EWS/Fli transcriptional activity inhibition; A673 NR0B1-luciferase reporter, viability-normalised; inhibition, % at 12.6 µM; 350,000 tested, 0.67% active; AID 651661;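 active = mean inhibition of at least 50% after viability correction, with every replicate also passing that limit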;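 note: firefly luciferase signal divided by Alamar Blue viability fluorescence both relative to DMSO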
S100A4 MyoIIA = inhibitors of human S100A4 binding to myosin IIA peptide | inhibition, % at 10.7 µM | AID 652163 | S100A4/TAMRA-MyoIIA peptide fluorescence polarization | 360,000 tested, 0.14% active | P26447;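 active = mean inhibition of at least 70% across replicates, with every replicate also reaching that level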
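Compound dosing: one dose per compound; test system: human S100A4 monomer with TAMRA-labelled myosin IIA peptide; probe or stimulus: TAMRA-labelled myosin IIA heavy-chain peptide probe, 5 nM; medium: HEPES buffer with Ca2+, pH 7.2; schedule: 5 min incubation before reading; benchmarks: neutral control DMSO, positive control TFP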
PglD DTNB = inhibitors of Campylobacter jejuni PglD acetyltransferase; purified PglD enzyme, DTNB colorimetric CoA detection; inhibition, % at 12.5 µM; 360,000 tested, 0.098% active; in the data active = inhibition above about 16%, passing the limit was not always enough; note: strong numbers were not always called active
ERAP1 inh = ERAP1 (human) enzyme inhibition; inhibition, % at 10.7 µM; 340,000 tested, 0.15% active; recombinant ERAP1, Leu-AMC fluorescence, 60 min;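 active = mean replicate inhibition of at least 30%, or all replicates individually reaching that 30% level; inactive = mean below 30% and not every replicate reaching it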;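 note: 0% = neutral control wells and 100% = L-leucinethiol positive control wells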
Target sequence (Q9NZ08 whole entry, looked up): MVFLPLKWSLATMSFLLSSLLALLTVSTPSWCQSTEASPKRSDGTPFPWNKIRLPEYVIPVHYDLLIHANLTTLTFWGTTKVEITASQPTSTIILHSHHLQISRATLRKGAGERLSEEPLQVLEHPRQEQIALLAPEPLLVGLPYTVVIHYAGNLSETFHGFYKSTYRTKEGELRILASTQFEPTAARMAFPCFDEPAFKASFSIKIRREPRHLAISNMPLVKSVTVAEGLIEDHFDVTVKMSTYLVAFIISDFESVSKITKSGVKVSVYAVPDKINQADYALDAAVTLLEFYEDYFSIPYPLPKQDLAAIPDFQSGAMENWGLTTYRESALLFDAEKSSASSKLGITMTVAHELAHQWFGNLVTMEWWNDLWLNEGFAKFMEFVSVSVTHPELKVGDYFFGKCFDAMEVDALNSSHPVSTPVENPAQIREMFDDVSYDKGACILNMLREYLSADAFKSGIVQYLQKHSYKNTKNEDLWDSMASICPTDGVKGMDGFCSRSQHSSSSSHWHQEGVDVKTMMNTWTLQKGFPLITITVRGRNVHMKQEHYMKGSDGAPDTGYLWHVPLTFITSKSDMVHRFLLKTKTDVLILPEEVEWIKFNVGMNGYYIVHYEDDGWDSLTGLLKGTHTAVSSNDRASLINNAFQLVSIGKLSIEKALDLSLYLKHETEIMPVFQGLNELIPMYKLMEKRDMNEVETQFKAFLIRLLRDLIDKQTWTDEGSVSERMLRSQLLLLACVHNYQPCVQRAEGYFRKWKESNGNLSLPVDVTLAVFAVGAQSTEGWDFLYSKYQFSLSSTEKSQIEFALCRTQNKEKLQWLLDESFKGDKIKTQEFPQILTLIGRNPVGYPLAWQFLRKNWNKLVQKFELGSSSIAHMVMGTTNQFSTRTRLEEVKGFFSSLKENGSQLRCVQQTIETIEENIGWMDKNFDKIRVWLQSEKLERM
Numbers without * were called inactive; · = not tested or not shown. Compounds were not picked by outcome; any-hit rate near 2.1%.

The line under a structure holds: FN deposit inh	LGR2 inh	PAX8 inh HTS	PGC1a acetyl inh	EWS-Fli block	S100A4 MyoIIA	PglD DTNB	ERAP1 inh
Cc1ccc2cc(CCNC(=O)C(C)(C)C)c(=O)[nH]c2c1
 : -2	8	12	-6	-10	4	6	1
O=C(c1cc(Br)c[nH]1)N1CCCCC1
 : 9	12	5	-6	2	3	-5	1
C[C@@H]1CN([C@@H](C)CO)C(=O)c2ccccc2-c2ccccc2CO[C@H]1CN(C)S(=O)(=O)c1ccc(Cl)cc1
 : -8	11	-26	-1	13	3	-2	-2
CCOC(=O)N1CCC2(CC1)C(C(=O)C13CC4CC(CC(C4)C1)C3)C2(C#N)C#N (centres undefined)
 : 2	·	-4	-7	·	·	0	·
O=C(Nc1ccc(F)cc1)Oc1ccc[nH]c1=O
 : 3	-27	-18	·	-19	0	-6	-1
Cn1c(N)c(C(=O)COC(=O)c2ccc(C(F)(F)F)cc2)c(=O)n(C)c1=O
 : 2	13	3	-5	-10	-2	-8	0
CCC(=O)N1C[C@H](C)[C@@H](OC)CN(C)C(=O)c2cc(NC(=O)NC(C)C)ccc2OC[C@H]1C
 : 10	-14	·	7	-1	5	2	-1
O=C(Cn1cc(SCc2ccc(Cl)cc2)c2ccccc21)N1CCOCC1
 : 9	5	-66	1	·	·	4	·
C=CCNC(=O)Cn1c(=O)c2c(ncn2CCC(C)C)n(Cc2ccccc2)c1=O
 : -5	13	-26	·	-2	2	-6	1
O=C(c1ccc2c(c1)C(=O)N(Cc1ccco1)C2=O)N1CCOCC1
 : ·	2	·	50	6	-2	2	3
CO[C@H]1CN(C)C(=O)c2cc(NC(=O)Nc3c(C)noc3C)ccc2OC[C@@H](C)N(CC2CC2)C[C@@H]1C
 : -9	-11	-17	-5	3	-1	-1	1
CCOC(=O)CCc1cnccc1-c1cccc(OC)c1O
 : -14	6	5	·	-1	1	0	0
Cc1ccccc1OCCOC(=O)c1c(-c2ccccc2)noc1C
 : -5	-7	28	7	58*	-2	-2	3
C[C@@H]1CN([C@@H](C)CO)C(=O)c2cc(-c3ccc(F)cc3)cnc2O[C@@H]1CN(C)C(=O)c1ccccc1F
 : -3	15	·	-1	-2	-3	-1	1
OCCC1CN(Cc2cc3ccccc3o2)CCN1Cc1ccc(F)cc1 (centres undefined)
 : 10	6	10	0	7	3	4	0
CCC(=O)N1CC[C@H]2[C@H](CO)Nc3ccc(C#Cc4ccc(OC)cc4)cc3[C@H]21
 : 1	2	·	1	·	-10	·	2
Cc1ccc(NS(=O)(=O)c2cc(C(=O)N(C)C)ccc2C)cc1C
 : 7	-28	20	-11	3	-7	·	6
Cc1nnc(SCc2ccccc2)n(N)c1=O
 : 4	1	1	3	·	·	2	·
COc1ccc(S(=O)(=O)N(C)C[C@H]2Oc3ncc(/C=C/c4ccccc4)cc3C(=O)N([C@@H](C)CO)C[C@@H]2C)cc1
 : -16	9	0	0	5	-4	4	-3
COc1ccc(OC)c(S(=O)(=O)Nc2ccccc2C(=O)O)c1
 : 6	·	-12	6	·	·	-1	·
CCOc1ccc(NC(=O)CN(C)C(=O)C2CCCO2)cc1OCC (centres undefined)
 : 5	11	-2	·	-3	-9	2	-9
NCC[C@H](O)C(=O)N[C@@H]1C[C@H](N)[C@@H](O[C@H]2O[C@H](CN)[C@@H](O)[C@H](O)[C@H]2O)[C@H](O)[C@H]1O[C@H]1O[C@H](CO)[C@@H](O)[C@H](N)[C@H]1O
 : -4	·	0	1	-9	-3	1	-1
COc1ccc(-c2nn(CCC#N)cc2/C=N/O)cc1OC
 : -10	7	-4	1	9	-3	·	-1
O=C(CNc1cccc2ccccc12)N/N=C/c1cccc(Oc2ccccc2)c1
 : ·	18	-12	·	-4	-7	·	0
C[C@H]1CN([C@@H](C)CO)C(=O)c2cccc(NC(=O)Nc3ccc4c(c3)OCO4)c2O[C@@H]1CN(C)Cc1ccc(C(=O)Nc2ccccc2N)cc1
 : -5	-18	12	-5	-5	0	·	0
Cc1ccc(NS(=O)(=O)c2ccc3c(c2)NC(=O)CCS3)c(Cl)c1
 : 8	8	5	-8	6	4	-2	-4
CC1(C)Cc2cccc(OCC(=O)N3CCN(c4ccc(F)cc4)CC3)c2O1
 : -4	11	35	·	8	12	-1	-1
OC(COC(c1ccccc1)c1ccccc1)CN1CCc2ccccc2C1 (centres undefined)
 : -3	-6	-7	-20	16	3	·	-7
COc1ccc(NC(=O)COC(=O)CN2C(=O)C3CCCCC3C2=O)cc1OC (centres undefined)
 : -4	-17	-11	4	-2	3	-6	2
Nc1nnc(CSCc2ccccc2Cl)s1
 : 12	·	-20	4	-19	2	-4	·
O=C(Nc1ccc(Cl)c(S(=O)(=O)N2CCOCC2)c1)c1cn2ccccc2n1
 : ·	33	-9	·	-8	0	·	-1
Nc1nc(SCC(=O)Nc2ccc(Br)cc2Br)n[nH]1
 : -4	-8	-2	12	7	-2	-1	2
Cc1cc(N2C(=O)C(O)=C(C(=O)c3ccc(C)o3)C2c2cccc(Cl)c2)no1 (centres undefined)
 : 8	·	-8	-7	4	-5	4	2
Cc1noc(C)c1NC(=O)N(C)C[C@@H]1OCCCC[C@H](C)Oc2ccc(NC(=O)NC3CCCCC3)cc2C(=O)N([C@H](C)CO)C[C@H]1C
 : 3	1	-19	-5	23	3	·	1
CCN(CC)CCn1c2c(c(SCC(=O)Nc3nc4ccccc4s3)nc1=O)CCCC2
 : -4	5	17	·	5	-2	·	1
C[C@H](CO)N1C[C@H](C)[C@@H](CN(C)Cc2ccc(-c3ccccc3)cc2)Oc2ccc(NS(=O)(=O)c3cn(C)cn3)cc2C1=O
 : -7	19	-13	3	-6	5	4	0
Cc1ccc2nc(NC(=O)CCNS(=O)(=O)c3ccc(Br)s3)sc2c1
 : ·	-15	·	-10	-6	3	·	-1
O=C(Nc1ccccc1F)N1C[C@H]2[C@@H](c3ccccc31)[C@H](CO)N2C(=O)Cc1ccccc1
 : ·	-8	-17	-2	-31	11	1	-2
Nc1c(C(=O)O)cnc2nc(N3CCOCC3)nn12
 : ·	35	21	·	9	-3	·	5
COc1cc(CC(=O)O)ccc1O
 : -6	6	9	-9	-4	16	3	0
C[C@@H]1CN([C@@H](C)CO)C(=O)c2c(c3ccccc3n2C)-c2ccccc2CO[C@@H]1CN(C)C(=O)Nc1ccccc1C(F)(F)F
 : -12	8	2	-74	4	-3	·	-4
Cc1cccc(C(=O)Oc2ccc(/C=N/NC(=O)c3ccccc3O)cc2)c1
 : 2	-11	104*	-5	-6	1	4	0
CCOc1ccc2c(c1)c(C(C)=O)c(C)n2-c1ccccc1
 : 12	·	-2	-7	·	·	0	·
Cn1ccc2c(-c3ccc(C(=O)O)cc3)cc3c(c21)C1CCC3C1 (centres undefined)
 : -7	-7	-169	29	-73	3	1	8
O=C(NCCOc1ccc(F)cc1)C1CCC(=O)N(CC2CCCCC2)C1 (centres undefined)
 : -2	5	12	-1	·	-9	6	-6
O=C(CCc1nnc(C2CCCCC2)o1)N1CCN(c2ccccc2F)CC1
 : -7	-83	-192	5	-89	-1	·	2
CC(=O)N(C)c1ccc(NC(=O)c2ccccc2C(=O)O)cc1
 : 6	-22	·	-7	·	-2	-3	2
CCOC(=O)[C@@H]1[C@H]2COc3cc(OC)ccc3[C@H]2N2C(=O)N(c3cccc(C)c3)C(=O)[C@]12C
 : 15	6	-16	1	4	-1	-3	1
Cc1cc(C)n2nc(C(=O)NCc3ccccc3)cc2n1
 : ·	10	·	-9	3	6	0	-2
C/C=C/c1ccc([C@H]2[C@@H](CO)N(Cc3cncnc3)C23CN(C(=O)CC)C3)cc1
 : ·	-3	·	8	1	2	·	-1
COc1ccc(CN(C)C[C@H]2Oc3ccc(NC(=O)Nc4ccc(F)cc4)cc3C(=O)N([C@H](C)CO)C[C@H]2C)cc1
 : ·	7	6	-4	7	-6	8	0
CC(=O)c1sc(-c2ccc(F)cc2F)nc1C
 : 1	·	4	7	-51	-6	7	-1
CC(C)(C)N1C(=O)c2ccccc2NC(=O)C1C(=O)NCCOc1ccccc1 (centres undefined)
 : 6	7	-5	·	1	-3	·	0
CC1(C)C(=O)Nc2ccccc2N1C(=O)COC(=O)COc1cccc(C(F)(F)F)c1
 : -7	-5	22	·	1	-7	4	-3
Cc1cc(Br)ccc1NC(=O)C1CSC2(C)CCC(=O)N12 (centres undefined)
 : -3	10	11	4	-3	-1	-8	3
CC1CCN(C(=O)COC(=O)c2ccc3c(c2)OCCO3)CC1
 : ·	-44	-103	-1	-4	-1	-1	3
COC(=O)C(Cc1ccccc1)NC(=S)NC(=O)c1ccccc1 (centres undefined)
 : 4	0	-16	4	4	6	4	-3
NS(=O)(=O)c1ccc(CCNC(=O)/C=C/c2ccccc2[N+](=O)[O-])cc1
 : -20	21	15	·	9	8	·	-2
CCS(=O)(=O)Nc1ccc2c(c1)C(=O)N(C)C[C@H](OC)[C@H](C)CN(Cc1ccccn1)[C@@H](C)CO2
 : 20	-10	-7	-1	4	9	-1	2
CC[n+]1oc(-c2ccccc2)cc1C
 : -2	-15	6	-4	-1	-1	·	-1

The list goes on.
The line under a structure holds: FN deposit inh	LGR2 inh	PAX8 inh HTS	PGC1a acetyl inh	EWS-Fli block	S100A4 MyoIIA	PglD DTNB	ERAP1 inh
Cc1cc(C)n2nc(SCC(=O)NC3(C#N)CCCCC3)nc2n1
 : 5	-12	11	11	-8	-9	1	-1
CCc1ccccc1NC(=O)Nc1cccs1
 : -8	-1	-9	·	-18	1	·	2
CN(C)/C(=C\C(=O)c1ccccc1)C(=O)c1ccccc1
 : ·	-5	4	3	-7	5	·	5
O=C(NC1CCOC1=O)OCc1ccccc1 (centres undefined)
 : 1	-9	19	·	4	0	-6	-1
CN(C)CCCN1C(=O)CSC1c1ccccc1 (centres undefined)
 : 0	4	-8	-4	-2	3	1	-4
